High-throughput results: PubChem BioAssay, The Scripps Research Institute Molecular Screening Center
LYPLA2 inh = LYPLA2 (human) inhibition in PME1 counter-screen | recombinant LYPLA2, FP-Rh probe fluorescence polarization | inhibition, % at 5.9 µM | O95372 | actives 0.38% (n = 320,000);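 active means inhibition above the screen-wide mean plus 3 SD, limit set per campaign, cut at about 26% in these data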;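 further: 0% = LYPLA2 with DMSO and 100% = wells lacking LYPLA2 enzyme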
GSTO1 counter = GSTO1 inhibition, counter-screen for RBBP9 inhibitors; recombinant GSTO1, activity-based probe fluorescence polarization; inhibition, % at 5.96 µM; actives 1.1% (n = 300,000); AID 1974;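 active means inhibition above the campaign mean inhibition plus 3 SD, cut at about 35% in these data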;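 further: 0% = GSTO1-1 with DMSO and 100% = wells lacking GSTO1-1 enzyme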
pPAFAH FP inh = inhibitors of human plasma PAF acetylhydrolase (pPAFAH); recombinant pPAFAH, FP-rhodamine probe fluorescence polarization; inhibition, % at 3.39 µM; actives 1.5% (n = 330,000); AID 463082;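 active means inhibition above the mean inhibition across the screen plus 3 SD, cut at about 25% in these data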;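 further: inhibitors block binding of the rhodamine activity-based probe so polarization drops; 0% = enzyme with DMSO and 100% = wells lacking pPAFAH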
Target sequence (Q13093 whole entry, looked up): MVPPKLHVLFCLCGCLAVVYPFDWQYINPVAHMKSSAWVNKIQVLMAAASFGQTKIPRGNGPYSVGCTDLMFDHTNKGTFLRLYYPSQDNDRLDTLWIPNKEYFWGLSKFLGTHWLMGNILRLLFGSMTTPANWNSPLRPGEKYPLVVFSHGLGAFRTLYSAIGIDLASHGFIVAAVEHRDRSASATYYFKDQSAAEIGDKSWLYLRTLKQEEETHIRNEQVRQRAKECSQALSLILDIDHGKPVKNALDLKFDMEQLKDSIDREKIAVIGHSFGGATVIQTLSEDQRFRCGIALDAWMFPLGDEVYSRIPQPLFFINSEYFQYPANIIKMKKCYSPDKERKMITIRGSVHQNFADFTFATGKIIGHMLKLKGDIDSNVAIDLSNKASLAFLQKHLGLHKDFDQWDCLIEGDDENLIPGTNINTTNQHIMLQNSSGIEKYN
PAFAH1B2 inh = inhibitors of human PAFAH1B2; P68402; recombinant PAFAH1B2, FP-rhodamine activity probe, fluorescence polarization; inhibition, % at 3.39 µM; actives 1.2% (n = 340,000);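 active means inhibition above the mean of all tested compounds plus 3 SD, cut at about 24% in these data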;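 further: 0% = enzyme with DMSO and 100% = wells lacking PAFAH1B2; many of its hits are not listed in these tables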
Target sequence (P68402 whole entry, looked up): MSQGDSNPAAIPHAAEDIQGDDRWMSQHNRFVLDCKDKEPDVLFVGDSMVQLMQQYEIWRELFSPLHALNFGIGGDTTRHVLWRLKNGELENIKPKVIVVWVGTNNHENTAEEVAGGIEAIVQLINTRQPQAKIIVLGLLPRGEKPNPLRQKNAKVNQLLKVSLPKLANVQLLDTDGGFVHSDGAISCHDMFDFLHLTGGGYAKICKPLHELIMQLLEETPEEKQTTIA
PAFAH2 FP inh = PAFAH2 (human) inhibition; Q99487; recombinant PAFAH2, FP-rhodamine activity probe, fluorescence polarization; inhibition, % at 3.39 µM; actives 0.99% (n = 340,000);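 active means inhibition above the mean over all tested compounds plus 3 SD, cut at about 30% in these data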;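 further: inhibitors block probe labeling of enzyme so polarization drops; 0% = enzyme with DMSO and 100% = wells lacking PAFAH2 protein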
PAD4 inh = inhibitors of human PAD4. inhibition, % at 6.36 µM. recombinant PAD4, RCA probe fluorescence polarization. actives 0.41% (n = 330,000). AID 485272. Q9UM07;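 active means percent inhibition above a cutoff equal to the mean of all tested compounds plus 3 SD, cut at about 15% in these data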;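 further: 0% = PAD4 with RCA probe and DMSO and 100% = probe without PAD4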
PME-1 inh = blocks human protein phosphatase methylesterase 1 | Q9Y570 | recombinant PME-1, FP-Rh probe fluorescence polarization | actives 0.53% (n = 320,000) | inhibition, % at 5.9 µM;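 active means inhibition above the campaign mean of all compounds plus 3 SD, cut at about 26% in these data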;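 further: competitive labeling of PME-1 active site by serine hydrolase directed probe; 0% = PME-1 with DMSO and 100% = wells lacking PME-1 enzyme; inhibitors block probe labeling so polarization falls and inhibition rises; many of its hits are not listed in these tables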
PAFAH1B3 FP inh = blocks human PAF acetylhydrolase 1B catalytic subunit 3; Q15102; AID 492972; recombinant PAFAH1B3, FP-rhodamine probe, fluorescence polarization; actives 0.28% (n = 340,000); inhibition, % at 3.39 µM;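 active means inhibition above the screen-wide average of all tested compounds plus 3 SD, cut at about 25% in these data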;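 further: 0% = enzyme with DMSO only and 100% = wells lacking PAFAH1B3 protein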
LYPLA1 inh = counter-screen for PME1 inhibitors: inhibitors of human LYPLA1 | actives 0.16% (n = 320,000) | recombinant LYPLA1, FP-Rh probe fluorescence polarization | inhibition, % at 5.9 µM | O75608 | AID 2174;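 active means inhibition above the mean of all tested compounds plus 3 SD, set per campaign, cut at about 14% in these data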;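 further: inhibitors block serine hydrolase probe labeling of LYPLA1 so polarization falls; 0% = enzyme with DMSO and 100% = wells lacking LYPLA1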
Target sequence (O75608 whole entry, looked up): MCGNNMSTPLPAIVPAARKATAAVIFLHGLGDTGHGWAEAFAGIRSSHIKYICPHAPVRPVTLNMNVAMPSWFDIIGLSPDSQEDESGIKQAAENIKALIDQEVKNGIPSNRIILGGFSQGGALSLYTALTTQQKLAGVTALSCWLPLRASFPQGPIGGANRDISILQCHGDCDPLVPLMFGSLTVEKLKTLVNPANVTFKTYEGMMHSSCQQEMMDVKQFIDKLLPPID
Numbers without * were called inactive; / = no result given. Some of the compounds tested; rates above refer to the full screens.

SMILES	LYPLA2 inh	GSTO1 counter	pPAFAH FP inh	PAFAH1B2 inh	PAFAH2 FP inh	PAD4 inh	PME-1 inh	PAFAH1B3 FP inh	LYPLA1 inh
CCCN(C(=O)c1cc(Cl)nc2ccccc12)c1c(N)n(Cc2ccccc2)c(=O)[nH]c1=O	10	/	0	0	1	-6	2	-8	1
COc1ccc(OCC(=O)NCCNC(=O)c2ccccn2)cc1	0	-3	-2	-2	-6	-6	-3	9	-2
Cn1cc(C(=O)c2ccc(Cl)cc2Cl)cc1C(=O)N/N=C(\N)COc1ccc(F)cc1	1	-15	8	-2	0	-3	3	6	3
Cc1ccc(C2CC2c2n[nH]c(=S)n2-c2cccc(C)c2)cc1 (stereo not given)	-7	-5	-1	6	-3	-6	-1	0	-3
CCOC(=O)N1CCN(C(=O)c2oc3ccc(S(=O)(=O)N(CC)CC)cc3c2C)CC1	-4	-15	9	3	-5	-1	1	11	-2
COc1cccc(CNS(=O)(=O)c2cc3c(cc2Cl)NC(=O)CO3)c1	3	4	1	4	-1	0	5	2	-4
O=C(O)c1cc(S(=O)(=O)NCc2ccco2)c(Cl)cc1Cl	12	4	1	-3	-2	1	1	8	0
O=C(Nc1ccccc1C(=O)N1CCOCC1)c1cccnc1	-5	-7	5	2	2	1	0	2	0
CC(C)CCOP(=O)(c1ccc(N(C)C)cc1)C(O)c1ccc(N(C)C)cc1 (stereo not given)	7	8	9	3	5	-2	-1	1	-1
CC1CN(C(=O)C(C)N2CCN(c3cccc(Cl)c3)CC2)CC(C)O1 (stereo not given)	4	2	0	6	3	1	3	-2	-2
COc1cccc(N2CCN(C(=O)CCSCc3ccccc3F)CC2)c1	5	5	12	5	16	-2	-6	4	0
CC1(c2nnc(Cc3ccccc3)o2)CC(c2ccc(Br)cc2)=NO1 (stereo not given)	-7	-3	1	-8	-8	-9	-5	9	-2
CSc1ccccc1NC(=O)c1cnccn1	-7	5	-2	2	6	-2	0	7	-2
Cc1cc(Cl)ccc1OCCCC(=O)NN	-5	6	-2	3	-3	3	-1	-10	-2
S=C(NCCc1ccccc1)Nc1ccccc1N1CCOCC1	2	1	2	2	-4	1	0	2	6
CN(C)c1ccc(N=Nc2ccccc2Br)cc1	1	7	13	8	10	0	4	6	-2
O=C(c1ccc(F)c(S(=O)(=O)N2CCOCC2)c1)N(c1ccccc1)c1ccccn1	6	0	6	2	6	1	-5	3	1
COc1ccc(CC(=O)N2CCc3cc(OC)c(OC)cc3C2C)c(OC)c1 (stereo not given)	2	3	2	2	-4	0	4	9	3
O=C(O)CCc1ccc(-c2ccccc2)n1NC(=O)c1ccco1	-2	-3	0	-1	5	-3	-1	2	3
O=C(Nc1nc(-c2cccs2)cs1)c1ccc(Cl)cc1	-16	-14	-7	1	-12	3	-14	5	-17
CC1(N2CCCCC2)C(=O)c2ccccc2C1=O	-3	-1	2	-2	1	0	0	12	1
CC1(C)Cc2c(sc(NC(=O)c3ccc4ncsc4c3)c2C(N)=O)C(C)(C)N1	-1	1	-3	-3	-6	-2	-6	-1	-1
O=C(Nc1nnc2n1CCS2)c1ccco1	-10	-37	0	2	-1	-2	-3	9	-6
C=CCNC(=S)NCCO	2	-2	0	5	4	4	-2	4	-2
Cc1nc2ccc(NC(=O)c3cccnc3)cc2s1	0	10	2	3	-3	-4	-1	4	2
COc1ccccc1NC(=O)c1ccccc1Oc1ccccc1	-8	7	2	1	1	0	-9	9	-8
CN(C)CCCNC(=S)N(CCCO)Cc1cc2cc3c(cc2[nH]c1=O)OCO3	-4	0	-1	0	-4	0	2	6	-2
CC(=O)N1CCc2c(sc(NC(=O)CN3C(=O)CCC3=O)c2C(N)=O)C1	-4	-2	5	8	-7	-3	-1	4	-1
CC(=O)c1ccc(N2C(=NC(=O)C3CCCCC3)SC3CS(=O)(=O)CC32)cc1 (stereo not given)	2	-1	3	17	0	-4	-4	1	2
CC(C)(C)[C@H]1CCC(=O)N([C@H](CN=[N+]=[N-])Cc2ccccc2)CC1	-5	-1	-3	16	-3	3	-7	5	-5
CCN(CC)c1ccc(S(=O)(=O)N2CCOCC2)cc1NC(=O)CSc1ccccc1	1	3	3	7	6	-2	22	11	-1
C=CCNC(=S)/N=c1\sccn1C	8	2	2	0	13	-1	-7	3	1
C/C(=N\NC(=O)C(N)=O)c1ccc(Br)cc1	0	1	-2	3	0	-3	5	-3	0
COc1cc(NC(=O)c2sc3ncn(CC(=O)N4CCCCC4)c(=O)c3c2C)cc(OC)c1OC	0	-7	-2	4	6	-1	-5	8	-2
CC(NS(=O)(=O)c1ccc(N)cc1)C1CC2CCC1C2 (stereo not given)	4	2	5	20	-3	1	2	5	-5
C=CCNc1nc2ccccc2nc1NS(=O)(=O)c1ccc(Cl)cc1	6	1	8	0	6	3	7	15	2
Cc1ccccc1NC(=O)CS(=O)(=O)c1cn(CC(=O)N2CCOCC2)c2ccccc12	-4	-4	4	-1	-1	3	-1	9	1
COc1ccc(S(=O)(=O)Nc2cc(C)nn2-c2ccccc2)cc1	2	4	-3	2	2	2	-2	-2	-3
Cc1cc(NC(=O)c2cc(-c3cccnc3)nc3c(C)c(C)ccc23)no1	0	0	2	-4	1	1	5	0	-9
CCc1cc2c(NCc3ccccc3)nc(C)nc2s1	1	-1	15	6	4	-1	-1	12	1
O=C(c1cccs1)N1CCn2c1nc1ccccc12	-1	-7	-3	-7	2	-4	-6	3	2
CCN(CC)c1ccc(/C=N/NC(=O)c2ccoc2C)c(O)c1	7	10	12	8	2	3	8	4	1
CCOC(=O)c1c(NC(=O)CN2C(=O)NC(C)(c3ccc(Cl)cc3)C2=O)sc(C(=O)NC)c1C (stereo not given)	41*	-2	1	-2	-7	0	12	3	5
Brc1cnc2nc(SCc3nc4ccccc4[nH]3)[nH]c2c1	2	0	-1	/	/	2	-5	/	0
CCCc1ccccc1OCCNS(=O)(=O)c1cc2c(cc1C)OCC(=O)N2	-2	43*	10	4	7	4	-3	2	-5
O=S(=O)(c1cccc(-c2cn3cccnc3n2)c1)N1CCOCC1	-3	-3	1	1	-2	5	-1	2	1
Cn1cc(Br)c(C(=O)NN2C(=O)C3C4C=CC(C5CC45)C3C2=O)n1 (stereo not given)	4	1	4	-2	6	-5	-1	7	2
Nc1ccc2nc(-c3ccccc3)c(-c3ccccc3)nc2c1	-2	17	27*	14	9	-1	5	9	0
COc1ccc(CCNC(=S)Nc2ccc(C)cc2C)cc1	-1	2	5	-5	1	3	3	6	0
COc1ccc(C(C(=O)NC(C)(C)C)N(CCO)C(=O)CCC(=O)Nc2cc(C)on2)cc1 (stereo not given)	-4	-2	-2	-2	-4	-1	3	1	-1
O=C1C=C(c2cccs2)C[C@H](c2ccccc2)[C@H]1n1nnc([N+](=O)[O-])n1	-1	3	15	2	5	3	6	0	-4
CC(C)Cn1nc(NC(=O)c2cccs2)c2cc3ccccc3nc21	-11	-17	-2	4	2	-6	-11	8	-7
COCC(C)NC(=O)c1cc2c(ccc3ccccc32)oc1=O (stereo not given)	-4	3	3	-3	3	-1	7	-1	0
CS(=O)(=O)N(CC(=O)NCC1CCCO1)c1cc(Cl)c(Cl)cc1Cl (stereo not given)	-3	0	-4	4	-7	-5	-1	3	-2
COc1ccc(-c2nc(Cn3c(SCc4ccc(C)cc4)nc4ccncc43)c(C)o2)cc1OC	-6	-9	6	-4	5	-7	-7	1	-9
CC(C)Cc1nc2c(nnn2Cc2ccccc2F)c(=O)[nH]1	7	-3	5	4	3	0	-3	7	2
CCOC(=O)c1[nH]c2ccc(F)cc2c1NC(=O)Nc1ccccc1OC	-3	-1	0	0	1	-1	5	2	-3
CC(C)OC(=O)c1cc(NC(=O)c2nn(C)cc2Br)cc(C(=O)OC(C)C)c1	-21	-1	-2	-4	-12	-1	-3	4	-13
C=C(C)Cn1c(CCNC(=O)CC)nc2ccccc21	6	-2	3	-1	-11	-1	1	1	2
COC(=O)CCC/C=C1/SCC(NC(=O)c2ccccc2)/C1=N/O (stereo not given)	-6	-4	20	1	-3	-2	13	6	0
More records
SMILES	LYPLA2 inh	GSTO1 counter	pPAFAH FP inh	PAFAH1B2 inh	PAFAH2 FP inh	PAD4 inh	PME-1 inh	PAFAH1B3 FP inh	LYPLA1 inh
Cc1nc(/N=C\c2ccc(N(C)C)cc2)sc1C	1	3	-3	5	1	1	2	1	-3
CCOc1ccc(NC(=O)CCNS(=O)(=O)c2cccc3nsnc23)cc1	5	2	9	3	1	-2	10	-6	-2
CCOc1ccc(N(C)S(=O)(=O)c2cc(-c3cc(C)no3)ccc2C(C)C)cc1	-4	-2	0	0	-3	-11	-7	5	-3
NS(=O)(=O)c1ccc(CCNS(=O)(=O)c2ccccc2)cc1	-3	-1	2	3	-2	2	-4	13	-5

Molecules listed so far that contain a Cl atom:
SMILES	LYPLA2 inh	GSTO1 counter	pPAFAH FP inh	PAFAH1B2 inh	PAFAH2 FP inh	PAD4 inh	PME-1 inh	PAFAH1B3 FP inh	LYPLA1 inh
CCCN(C(=O)c1cc(Cl)nc2ccccc12)c1c(N)n(Cc2ccccc2)c(=O)[nH]c1=O	10	/	0	0	1	-6	2	-8	1
Cn1cc(C(=O)c2ccc(Cl)cc2Cl)cc1C(=O)N/N=C(\N)COc1ccc(F)cc1	1	-15	8	-2	0	-3	3	6	3
COc1cccc(CNS(=O)(=O)c2cc3c(cc2Cl)NC(=O)CO3)c1	3	4	1	4	-1	0	5	2	-4
O=C(O)c1cc(S(=O)(=O)NCc2ccco2)c(Cl)cc1Cl	12	4	1	-3	-2	1	1	8	0
CC1CN(C(=O)C(C)N2CCN(c3cccc(Cl)c3)CC2)CC(C)O1 (stereo not given)	4	2	0	6	3	1	3	-2	-2
Cc1cc(Cl)ccc1OCCCC(=O)NN	-5	6	-2	3	-3	3	-1	-10	-2
O=C(Nc1nc(-c2cccs2)cs1)c1ccc(Cl)cc1	-16	-14	-7	1	-12	3	-14	5	-17
C=CCNc1nc2ccccc2nc1NS(=O)(=O)c1ccc(Cl)cc1	6	1	8	0	6	3	7	15	2
CCOC(=O)c1c(NC(=O)CN2C(=O)NC(C)(c3ccc(Cl)cc3)C2=O)sc(C(=O)NC)c1C (stereo not given)	41*	-2	1	-2	-7	0	12	3	5
CS(=O)(=O)N(CC(=O)NCC1CCCO1)c1cc(Cl)c(Cl)cc1Cl (stereo not given)	-3	0	-4	4	-7	-5	-1	3	-2
